Bioassay records deposited in PubChem BioAssay by National Center for Advancing Translational Sciences (NCATS).
IL-2 act: IL-2 activation; IL-2 activation reporter assay, cell-based qHTS; stimulated with anti-CD3/CD4/CD28 beads; in transgenic mouse T cells; activation, % (series mostly up to about 46 µM); 360,000 compounds, 0.065% hits; AID 652025; in the data active means activation above about 50%; inconclusive means mostly about 30% to 49%; further: 0% is about no effect
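Unstimulated transgenic mouse T cells preincubated 60 min with compound, then stimulated with anti-CD3/anti-CD4-coated beads plus anti-CD28 for 18 h at 37 degrees C. IL-2 response read as EGFP and DsRed fluorescence by plate cytometry.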
WRN helicase inh: WRN helicase (human) inhibition; Q14191; WRN helicase unwinding, fluorescent forked duplex, kinetic; Potency, µM (highest dose often 114 µM), inactives show at the top dose activity change, negative = inhibition, hits mostly inhibitors; 360,000 compounds, 0.46% hits; AID 651768; further: potency means the concentration at half of the fitted maximal effect; on the % scale 0 is the no-effect control and ±100 the full control effect; nearly all actives have a fitted effect of over 55% in size
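Kinetic red-fluorescence monitoring (525/598 nm) tracks WRN helicase activity after 100 nM fluorophore-quencher forked duplex and 2 mM ATP are added to 20 nM enzyme pretreated 15 min at room temperature with compound.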
DRD3 agonist: agonists of human D3 dopamine receptor; AID 652048; max activation, %; P35462; D3R DiscoveRx beta-arrestin cells, luminescence, 90 min; 410,000 compounds, 0.58% hits; in the data active means max activation above about 30%; further: 0% is about no effect; mostly tested at two doses, the higher about 12 µM
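Cells at 1500/well, incubated overnight, then treated with pinned compounds (dopamine as control) for 90 min at 37 degrees C. DiscoveRx reagent added for 30 - 60 minutes at room temperature; luminescence read.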
PLK1 PBD inh: inhibitors of human PLK1 polo-box domain binding; P53350; Plk1 PBD binding of FITC phosphopeptide, fluorescence polarization; Potency, µM, inactives show max response, negative = inhibition, hits mostly inhibitors; 360,000 compounds, 2.8% hits; AID 720504; further: potency means the concentration at half of the fitted maximal effect; series mostly up to about 57 µM; on the % scale 0 is the no-effect control and ±100 the full control effect; nearly all actives have a fitted effect of over 65% in size
D3 antag: D3 dopamine receptor (human) antagonism; max response, negative = inhibition, %; P35462; 360,000 compounds, 2.5% hits; AID 652054; D3R cells, DiscoveRx beta-arrestin luminescence, antagonist mode; active compounds read low; in the data active means max response below about -50%; inconclusive means no clear call, values can overlap the other calls; further: on the % scale 0 is the no-effect control and ±100 the full control effect; mostly tested at two doses, the higher about 12 µM
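Cells expressing the human receptor were seeded at 1500 cells/well, incubated overnight at 37 degrees C in 5% CO2, then exposed to library compounds with dopamine controls for 90 minutes at 37 degrees C before luminescent detection.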
GLP1R inv ag: GLP-1 receptor (human) inverse agonism | P43220 | HEK293 GLP-1R CRE-luciferase, luminescence, 24 h; GLP-1R form is constitutively active | Potency, µM (series often up to 38.3 µM), inactives show top-dose activity change, negative = inhibition, most hits filed as inhibitors | 410,000 compounds, 1.6% hits; further: potency means the concentration at half of the fitted maximal effect; on the % scale 0 is the no-effect control and ±100 the full control effect; nearly all actives have a fitted effect of over 55% in size
Target sequence (P43220 whole entry, looked up): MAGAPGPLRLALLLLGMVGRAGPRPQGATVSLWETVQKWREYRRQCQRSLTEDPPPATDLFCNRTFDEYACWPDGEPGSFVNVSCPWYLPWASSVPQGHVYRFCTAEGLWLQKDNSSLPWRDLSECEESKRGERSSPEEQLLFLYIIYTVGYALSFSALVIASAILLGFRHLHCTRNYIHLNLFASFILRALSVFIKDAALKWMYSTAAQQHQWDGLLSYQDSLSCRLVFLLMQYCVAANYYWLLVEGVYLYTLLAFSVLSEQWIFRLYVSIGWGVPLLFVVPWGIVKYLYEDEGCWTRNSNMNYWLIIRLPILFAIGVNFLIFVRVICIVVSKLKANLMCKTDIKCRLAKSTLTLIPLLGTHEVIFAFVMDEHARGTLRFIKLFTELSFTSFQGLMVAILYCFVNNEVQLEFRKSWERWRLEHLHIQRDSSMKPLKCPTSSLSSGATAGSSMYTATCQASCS
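Inverse agonism was detected as reduced cAMP-driven luciferase luminescence after 24 h compound treatment. The cells were HEK293 clones expressing constitutively active human GLP-1R with the reporter. Reporter-only and GPR119 cell lines served as counterscreen controls.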
HEK293 tox: cytotoxic in the GLP-1 receptor inverse agonist counter-screen; 410,000 compounds, 0.13% hits; Potency, µM (series often up to 38.3 µM), for inactives: at the top dose activity change, negative = inhibition, usual class: inhibitors; AID 624418; HEK293 cAMP-luciferase reporter cells, luminescence, 24 h;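 further: loss of luciferase light is scored as toxicity; potency means the concentration at half of the fitted maximal effect; on the % scale 0 is the no-effect control and ±100 the full control effect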
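Step one: seed cells (200 cells/uL, DMEM with 10% Nu serum, 1% pen-strep). Step two: 12-hour incubation at 37 deg C. Step three: pin 23 nL compound, incubate 24 hr. Step four: add luciferase reagent, read luminescence 12 min later.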
GLP1R ag: agonists of human GLP-1 receptor | P43220 | HEK293 GLP-1R CRE-luciferase, luminescence, 4-6 h; cells express a hypersensitive GLP-1R form | Potency, µM (titrated, usually from 45.6 µM), without a hit: top-dose activation, usual class: activators | 380,000 compounds, 0.007% hits | AID 624172; further: potency means the concentration at half of the fitted maximal effect; % of control where 0% means no effect
PI5P4Ka inh: inhibitors of human PI5P4K alpha; PI5P4Kalpha enzyme, ADP-Glo luminescence, 60 min; active compounds read low; P48426; max response, %; AID 652105; 330,000 compounds, 1.2% hits; active means max response of -50% or lower; inconclusive means between -30% and -50%; inactive means -30% or higher; further: value at the top dose of about 77 µM; on the % scale 0 is the no-effect control and ±100 the full control effect
Target sequence (P48426 whole entry, looked up): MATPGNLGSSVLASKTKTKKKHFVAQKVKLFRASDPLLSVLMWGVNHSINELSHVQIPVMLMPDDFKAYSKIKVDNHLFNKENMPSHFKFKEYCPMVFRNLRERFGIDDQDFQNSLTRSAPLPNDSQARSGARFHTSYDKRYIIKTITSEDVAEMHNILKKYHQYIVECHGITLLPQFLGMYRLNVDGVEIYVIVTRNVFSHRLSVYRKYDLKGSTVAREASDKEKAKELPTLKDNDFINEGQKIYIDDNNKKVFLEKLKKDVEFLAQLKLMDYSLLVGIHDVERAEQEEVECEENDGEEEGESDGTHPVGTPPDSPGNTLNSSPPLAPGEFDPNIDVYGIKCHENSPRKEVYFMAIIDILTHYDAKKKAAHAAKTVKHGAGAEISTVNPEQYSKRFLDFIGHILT
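ADP-Glo luminescence end-point read after a 60 min room-temperature kinase reaction of PI5P4Kalpha plus substrate, initiated with ATP at 5 microM final. Buffer: 0.038 M HEPES pH 7.4, EGTA, 0.1% CHAPS, 5% DMSO.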
An asterisk follows results filed as active; ? = inconclusive; nt = not tested or not shown; [ ] = remark or other dose. Unless noted, the call rests on the fitted dose curve; in most records, active means well fitted curve in the direction sought with a large enough effect; inconclusive means small, poorly fitted or top-dose-only effect, or another doubt; inactive means no such curve, though single readings can be large; an effect the other way counts as inactive or inconclusive.

SMILES	IL-2 act	WRN helicase inh	DRD3 agonist	PLK1 PBD inh	D3 antag	GLP1R inv ag	HEK293 tox	GLP1R ag	PI5P4Ka inh
CCCNC(=O)c1nc(C)c(C)nc1C(=O)Nc1cccc(Cl)c1	-3.3	-17%	-5	-3%	2	0%	1%	-12%	5
OCCNc1ncnc2ccc(Br)cc12	-0.2	-6%	3	-8%	15	?	-7%	-20%	1
Cc1cc(C(=O)N2CCOCC2)c(C)o1	1.3	1%	10	-5%	-2	4%	3%	-1%	-1
CC1(c2nnc(Cc3ccccc3)o2)CC(c2ccc(Br)cc2)=NO1 (configuration not stated)	0.1	3%	7	-3%	0	5%	6%	0%	10
O=C(Nc1ccc(F)cc1F)NC1CCN(S(=O)(=O)c2ccc(F)cc2)CC1	0.2	4%	-1	-3%	-2	?	-2%	9%	1
COc1ccccc1C(=O)Nc1cccc(S(=O)(=O)N2CCCC2)c1	-0.3	-6%	1	-13%	2	-21%	-11%	-2%	6
COc1ccccc1NC(=S)N(Cc1ccco1)Cc1cc2cc(C)cc(C)c2[nH]c1=O	-0.8	-14%	-3	-9%	?	?	-8%	-11%	-1
CC(=O)c1cnc(N2CCCCC2)nc1C	0.8	-20%	2	2%	-30	-2%	-6%	15%	2
CC(C)OCCCn1c(=O)c2ccccc2n2c(CCC(=O)NCc3ccccn3)nnc12	0.8	-3%	5	5%	3	3%	-10%	-6%	0
CC(=O)NCCNc1ccc([N+](=O)[O-])cc1C#N	-0.5	-1%[57.1 µM]	8	3%	-1	-18%	-14%	3%	4
CCN1CCc2nc3ccccc3c(C(=O)Nc3ccc(NC(C)=O)cc3)c2C1	-1.7	8%	-14	-2%	2	9%	1%	-2%	0
Cc1nn(-c2ccccc2)c(Cl)c1C(=O)N1CCN(C)CC1	-3.7	6%	-3	-3%	-10	28%	-31%	19%	-3
Cc1nc(C)c(CCNS(=O)(=O)c2ccc(C)c(C)c2)s1	nt	nt	-2	nt	nt	9%	3%	14%	nt
CSc1ccc(CN2CCC2(C)C(=O)Nc2cccc(Oc3ccccc3)c2)cc1 (configuration not stated)	-0.5	-5%	-8	1%	-3	?	1%	-1%	16
O=C(COC(=O)Cn1cnc2ccccc21)NCCCc1ccccc1	1.0	-7%	12	2%	16	31%[activator]	1%	1%	3
COc1ccc(-c2cnc3c(NC(C)=O)cc(-c4ccsc4)cn23)cc1OC	-0.4	-7%	6	24µM*	3	15%	-11%	20%	?
CN(C)S(=O)(=O)c1cccc(NC(=S)Nc2ccc(Cl)cc2Cl)c1	1.1	-11%	-4	?	-13	-9%	-5%	0%	-11
Cc1c(Cl)c(-c2n[nH]c(=S)n2-c2ccc(F)cc2)nn1C	1.6	-2%	-4	-1%	-66*	14%	8%	9%	1
OCCC1CN(Cc2cccn2-c2nccs2)CCN1Cc1ccc(F)c(F)c1 (configuration not stated)	-2.7	-8%	-3	4%	-15	?	-6%	16%	1
C/C(N)=C(/C#N)C(=O)CSc1nnc(-c2ccccc2)n1C	-2.8	-1%	6	-5%	-3	-5%	4%	2%	-1
CC(=O)N(Cc1ccccc1)c1nc(-c2ccccc2)cs1	-2.3	-11%	-2	-4%	4	?	20%	-11%	3
Cc1ccc(O)c(C(=O)c2cc(C#N)c(=O)n(-c3nccs3)c2)c1	5.2	-35%	5	-15%	3	?	-7%	1%	?
Cc1ccccc1-c1nc2ccccc2c(=O)n1C1CCS(=O)(=O)C1 (configuration not stated)	-0.8	-5%	-2	-1%	0	0%	?	-8%	nt
CCc1nc2ccc(C(=O)N3CCN(C(C)=O)CC3)cn2c1N(CC)C(=O)NCCc1ccccc1	-0.1	-8%	6	-14%	-10	27%	3%	6%	8
O=C1c2ccccc2C(=O)N1CCc1csc(-c2cccc(F)c2)n1	-0.8	-1%	11	-12%	13	12%	-16%	29%	nt
CC(C)c1c(O)nc(SCc2ccccc2)[nH]c1=O	0.0	-1%	3	0%	12	0%	-10%	-7%	-20
Cc1onc(-c2ccccc2Cl)c1C(=O)OCn1nnc2ccccc2c1=O	-1.7	-4%	6	1%	-8	-6%	-15%	8%	nt
Cc1cc(C(=O)N/N=C/c2sccc2C)no1	1.2	5%	-24	-9%	-13	31%	1%	2%	-9
O=C(COC(=O)c1ccc(F)cc1Cl)NC(=O)NC1CCCC1	0.3	3%	-3	-6%	-24	?	-5%	-2%	10
O=C(CN1C(=O)CSC1=O)N1CCCC(Nc2ccc(F)cc2)C1 (configuration not stated)	-5.1	-35%	-5	?	-18	-12%	11%	-3%	-8
CCOc1ccc(NC(=O)Cn2nnc3c(cnn3-c3ccc(F)cc3)c2=O)cc1	0.5	5%	-2	-27%	0	21%	-7%	12%	-8
CCC(=O)c1ccc(OCC(=O)Nc2nc(C)cs2)cc1	-0.5	-21%	-1	1%	-11	3%	-1%	-4%	7
COCc1ccccc1Cn1cnc2c1c(=O)n(C)c(=O)n2C	-0.3	-3%	-5	-9%	13	0%	57%[activator]	9%	2
Cc1nonc1OCC(C)(COc1nonc1C)NC(=O)c1ccccc1	-3.0	1%	11	-6%	8	?	-6%	-17%	nt
CC1CCCN(CCCCOc2cccc(Br)c2)C1 (configuration not stated)	-0.3	-6%	-9	-6%	-83*	-2%	8%	-3%	4
Cc1noc(C)c1COC(=O)CCCc1nc2ccccc2s1	-1.7	0%[57.1 µM]	2	-9%	14	-3%	62%[activator]	10%	7
Cc1nc(C)c(C(=O)N(c2ccc(C)c(C)c2)C(C(=O)NCc2ccco2)c2ccccc2)s1 (configuration not stated)	0.2	35%	0	-9%	-17	-21%	-22%	-1%	nt
O=C(Nc1ccc(S(=O)(=O)Nc2ccccn2)cc1)c1cccc([N+](=O)[O-])c1	2.9	-22%	-1	-4%	-1	2%	5%	1%	0
COc1cc(C(=O)NCc2nnc(SCC(=O)c3ccc(Cl)cc3)o2)cc(OC)c1OC	0.6	-4%	3	-19%	21	3%	-7%	14%	-2
Cc1nnc(SCC(=O)N2CCc3ccccc32)s1	-0.4	-4%[57.1 µM]	6	2%	-11	1%	-3%	-2%	nt
Cc1nn(C(=O)Cn2cc([N+](=O)[O-])cn2)c(C)c1Cl	-3.4	1%	-5	-4%	16	14%	-6%	-4%	-5
CC(C)C(NS(=O)(=O)c1ccc2c(c1)oc(=O)n2C)C(=O)N1CCN(C2CCCCC2)CC1 (configuration not stated)	0.1	-3%	2	-3%	-21	-12%	3%	-6%	4
Cc1ccc(S(=O)(=O)N(CC(O)CN2CCCCC2)c2ccccc2)cc1 (configuration not stated)	-0.1	-4%	-7	3%	?	?	1%	0%	1
N#Cc1ccc(S(=O)(=O)N2CCCCC2c2cc(C(=O)N3CCOCC3)no2)cc1 (configuration not stated)	1.2	-4%	-1	-5%	0	15%	0%	-4%	1
CCCN(Cc1nc2cc(Cl)ccc2c(=O)[nH]1)C(=O)c1ccc(S(=O)(=O)N2CCCC2)cc1	0.3	4%	2	0%	0	-12%	-16%	-1%	1

Three entries out of the list, sorted by length of the SMILES, smallest number first:
SMILES	IL-2 act	WRN helicase inh	DRD3 agonist	PLK1 PBD inh	D3 antag	GLP1R inv ag	HEK293 tox	GLP1R ag	PI5P4Ka inh
Cc1nnc(SCC(=O)N2CCc3ccccc32)s1	-0.4	-4%[57.1 µM]	6	2%	-11	1%	-3%	-2%	nt
Cc1noc(C)c1COC(=O)CCCc1nc2ccccc2s1	-1.7	0%[57.1 µM]	2	-9%	14	-3%	62%[activator]	10%	7
COCc1ccccc1Cn1cnc2c1c(=O)n(C)c(=O)n2C	-0.3	-3%	-5	-9%	13	0%	57%[activator]	9%	2

(further entries)
SMILES	IL-2 act	WRN helicase inh	DRD3 agonist	PLK1 PBD inh	D3 antag	GLP1R inv ag	HEK293 tox	GLP1R ag	PI5P4Ka inh
COC(=O)c1ccc(CNC(=O)C2CCC(=O)N(CCc3ccccn3)C2)cc1 (configuration not stated)	0.5	-3%	4	-4%	-4	10%	6%	-1%	1
CCn1c(SCC#N)nc2c(c1=O)C1(CCCC1)Cc1ccccc1-2	-2.6	-10%	-7	-10%	-10	?	?	9%	8
COc1cccc(CNC(=O)COC(=O)c2ccc(Cl)s2)c1	-0.2	6%	-8	-2%	-21	4%	-2%	10%	0
COC(=O)c1cn(NC(=O)c2ccccc2[N+](=O)[O-])c(=O)c2ccccc12	-1.2	-26%	-4	-7%	-21	-5%	-5%	-2%	2
COc1ccccc1C(=O)OCc1nc(N)nc(Nc2ccccc2C)n1	-2.7	-4%	8	-2%	13	114%[activator]	1%	?	2
Cc1nn(C)c(C(=O)NNC(=S)NCC(C)C)c1Cl	-3.3	2%	-5	1%	-9	-2%	-9%	-1%	8
Cn1c(O)c(N=NC(=O)Cc2c[nH]c3ccccc23)c2ccccc21	-0.4	-11%	2	0%	56	51%[activator]	-15%	0%	-10

Compound profiles, as listed above. Order of values: IL-2 act, WRN helicase inh, DRD3 agonist, PLK1 PBD inh, D3 antag, GLP1R inv ag, HEK293 tox, GLP1R ag, PI5P4Ka inh
Shown for `COc1ccccc1C(=O)OCc1nc(N)nc(Nc2ccccc2C)n1` : -2.7, -4%, 8, -2%, 13, 114%[activator], 1%, ?, 2
Shown for `COc1cccc(CNC(=O)COC(=O)c2ccc(Cl)s2)c1` : -0.2, 6%, -8, -2%, -21, 4%, -2%, 10%, 0
Shown for `COC(=O)c1ccc(CNC(=O)C2CCC(=O)N(CCc3ccccn3)C2)cc1` (configuration not stated) : 0.5, -3%, 4, -4%, -4, 10%, 6%, -1%, 1
Shown for `CCn1c(SCC#N)nc2c(c1=O)C1(CCCC1)Cc1ccccc1-2` : -2.6, -10%, -7, -10%, -10, ?, ?, 9%, 8
